pPAFAH FP inh – inhibitors of human plasma PAF acetylhydrolase (pPAFAH). Q13093. recombinant pPAFAH, FP-rhodamine probe fluorescence polarization. inhibition, % at 3.39 µM. 330,000 tested, 1.5% active;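 active = inhibition above the mean inhibition across the screen plus 3 SD, cut at about 25% in these data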;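 note: inhibitors block binding of the rhodamine activity-based probe so polarization drops; 0% = enzyme with DMSO and 100% = wells lacking pPAFAH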
GSTO1 inh – counter-screen for RBBP9 inhibitors: inhibitors of human GSTO1; recombinant GSTO1, activity-based probe fluorescence polarization; P78417; 300,000 tested, 1.1% active; inhibition, % at 5.96 µM;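 active = inhibition above the campaign mean inhibition plus 3 SD, cut at about 35% in these data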;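 note: 0% = GSTO1-1 with DMSO and 100% = wells lacking GSTO1-1 enzyme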
LYPLA1 inh – LYPLA1 (human) inhibition in PME1 counter-screen; recombinant LYPLA1, FP-Rh probe fluorescence polarization; inhibition, % at 5.9 µM; 320,000 tested, 0.16% active; AID 2174;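 active = inhibition above the mean of all tested compounds plus 3 SD, set per campaign, cut at about 14% in these data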;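 note: inhibitors block serine hydrolase probe labeling of LYPLA1 so polarization falls; 0% = enzyme with DMSO and 100% = wells lacking LYPLA1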
PAFAH1B2 FP inh – inhibitors of human PAFAH1B2 | P68402 | recombinant PAFAH1B2, FP-rhodamine activity probe, fluorescence polarization | inhibition, % at 3.39 µM | 340,000 tested, 1.2% active;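 active = inhibition above the mean of all tested compounds plus 3 SD, cut at about 24% in these data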;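 note: 0% = enzyme with DMSO and 100% = wells lacking PAFAH1B2; many of its hits are not listed in these tables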
Target sequence (P68402 whole entry, looked up): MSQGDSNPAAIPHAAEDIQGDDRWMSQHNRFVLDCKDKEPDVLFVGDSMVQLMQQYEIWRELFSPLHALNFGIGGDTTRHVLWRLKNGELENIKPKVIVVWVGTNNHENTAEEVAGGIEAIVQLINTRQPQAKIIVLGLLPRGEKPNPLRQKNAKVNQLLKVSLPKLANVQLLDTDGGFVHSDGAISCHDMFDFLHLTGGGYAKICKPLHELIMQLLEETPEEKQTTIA
PAD4 inh – inhibitors of human PAD4. 330,000 tested, 0.41% active. inhibition, % at 6.36 µM. recombinant PAD4, RCA probe fluorescence polarization. Q9UM07;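 active = percent inhibition above a cutoff equal to the mean of all tested compounds plus 3 SD, cut at about 15% in these data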;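 note: 0% = PAD4 with RCA probe and DMSO and 100% = probe without PAD4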
PREPL inhibitor – human PREPL enzyme inhibition; recombinant PREPL, fluorescence polarization activity-based probe; inhibition, % at 5.96 µM; 320,000 tested, 0.68% active; AID 2751; in the data active = inhibition above about 43%;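 note: 0% = enzyme with DMSO and 100% = wells lacking enzyme; many of its hits are not listed in these tables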
PME-1 inh – blocks human protein phosphatase methylesterase 1; Q9Y570; recombinant PME-1, FP-Rh probe fluorescence polarization; inhibition, % at 5.9 µM; 320,000 tested, 0.53% active; AID 2130;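 active = inhibition above the campaign mean of all compounds plus 3 SD, cut at about 26% in these data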;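 note: competitive labeling of PME-1 active site by serine hydrolase directed probe; 0% = PME-1 with DMSO and 100% = wells lacking PME-1 enzyme; inhibitors block probe labeling so polarization falls and inhibition rises; many of its hits are not listed in these tables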
Target sequence (Q9Y570 whole entry, looked up): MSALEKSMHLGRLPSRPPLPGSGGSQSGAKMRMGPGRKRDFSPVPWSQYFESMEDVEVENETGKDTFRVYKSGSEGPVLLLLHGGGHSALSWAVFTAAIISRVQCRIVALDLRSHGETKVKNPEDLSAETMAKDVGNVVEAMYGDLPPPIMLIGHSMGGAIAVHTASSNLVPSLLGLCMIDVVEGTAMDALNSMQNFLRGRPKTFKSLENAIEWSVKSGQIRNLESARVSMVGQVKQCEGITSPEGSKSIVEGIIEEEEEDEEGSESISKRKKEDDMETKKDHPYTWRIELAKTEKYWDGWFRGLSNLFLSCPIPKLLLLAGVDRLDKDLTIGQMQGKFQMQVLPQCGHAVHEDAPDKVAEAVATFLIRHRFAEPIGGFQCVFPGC
LYPLA2 inh – counter-screen for PME1 inhibitors: inhibitors of human LYPLA2. O95372. recombinant LYPLA2, FP-Rh probe fluorescence polarization. inhibition, % at 5.9 µM. 320,000 tested, 0.38% active. AID 2177;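 active = inhibition above the screen-wide mean plus 3 SD, limit set per campaign, cut at about 26% in these data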;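 note: 0% = LYPLA2 with DMSO and 100% = wells lacking LYPLA2 enzyme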
PAFAH1B3 inh – PAFAH1B3 (human) inhibition | Q15102 | recombinant PAFAH1B3, FP-rhodamine probe, fluorescence polarization | 340,000 tested, 0.28% active | inhibition, % at 3.39 µM;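 active = inhibition above the screen-wide average of all tested compounds plus 3 SD, cut at about 25% in these data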;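 note: 0% = enzyme with DMSO only and 100% = wells lacking PAFAH1B3 protein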
Target sequence (Q15102 whole entry, looked up): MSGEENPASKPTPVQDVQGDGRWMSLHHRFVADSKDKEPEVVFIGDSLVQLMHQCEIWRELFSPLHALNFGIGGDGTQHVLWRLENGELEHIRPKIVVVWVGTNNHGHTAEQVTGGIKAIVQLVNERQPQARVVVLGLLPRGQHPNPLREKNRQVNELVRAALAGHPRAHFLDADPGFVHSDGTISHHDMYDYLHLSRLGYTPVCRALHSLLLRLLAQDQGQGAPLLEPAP
* marks the source's active call; other numbers are inactive results; · = no result given. Some of the compounds tested. The share of hits here may be higher or lower than overall.

SMILES	pPAFAH FP inh	GSTO1 inh	LYPLA1 inh	PAFAH1B2 FP inh	PAD4 inh	PREPL inhibitor	PME-1 inh	LYPLA2 inh	PAFAH1B3 inh
CC1(C)CC(c2csc(N)n2)CCO1 (configuration not stated)	4	-9	1	3	-5	-2	-3	-1	6
CCc1nnc(NC(=O)c2ccc(OC)c(S(=O)(=O)N3CCCC3)c2)s1	6	·	-2	-2	-4	4	2	1	9
COc1ccccc1CNC(=O)CN(c1cccc([N+](=O)[O-])c1)S(C)(=O)=O	4	1	1	1	-2	-6	-1	0	4
CC(=O)Nc1ccc(S(=O)(=O)N(C)CC(=O)OC(C)C(=O)NC2CCCCC2)cc1 (configuration not stated)	5	3	2	2	0	6	3	0	5
Cc1ccc(N=Nc2c(=O)[nH]n3c(=O)cc(C)[nH]c23)cc1	8	-3	3	4	1	28	1	1	1
O=C(Nc1ccc(Cl)cn1)C1C(c2ccccc2)C1(Cl)Cl (configuration not stated)	5	-3	-4	3	-1	-4	-5	5	-4
COC(=O)c1cnc(Nc2ccc(Cl)cc2)c([N+](=O)[O-])c1	3	10	-1	-9	-5	16	6	6	-2
Cn1cnc2c1c(=O)n(Cc1ccc(Cl)cc1Cl)c(=O)n2C	2	4	-2	3	3	6	-3	7	3
Cc1cc(Br)ccc1SCC(=O)OCC(=O)NC(C)c1ccccc1 (configuration not stated)	14	5	1	17	0	1	2	-1	-4
CCC1CCCCN1CCCNC(=O)c1nn(C)c2c1CS(=O)(=O)c1ccccc1-2 (configuration not stated)	3	2	-1	2	-1	0	7	-1	7
Cc1csc(=O)n1CC(=O)Nc1nc2ccccc2s1	2	·	-2	2	-4	0	-1	4	6
CCN(CC)C(=O)CSC(Nc1ccc(F)cc1)=C(C#N)C#N	14	-7	-7	-4	-15	7	-15	-15	-4
Cc1ccc(NC(=O)COC(=O)c2cccnc2)c(C)c1	5	2	-2	-2	-5	11	-5	1	10
Cc1ccccc1CNc1ccc(C(CC(N)=O)NC(=O)c2ccc(Br)cc2)cc1[N+](=O)[O-] (configuration not stated)	-12	1	-7	8	3	8	-8	-9	0
CC(C(=O)O)n1nnc2ccccc21 (configuration not stated)	3	4	1	2	-2	-4	-2	5	-1
COc1cc(OC)c2c(C)cc(=O)oc2c1C(CCN1CCOCC1)c1ccc2c(c1)OCO2 (configuration not stated)	0	0	0	0	-4	-17	2	1	7
O=C(Nc1ccc(N2CCCC2)c(Cl)c1)c1ccco1	4	-5	2	-1	-4	22	3	6	-1
O=C(Cc1ccccc1)NCCc1cnc[nH]1	5	-2	0	1	-4	-9	-2	1	-2
Cc1nnc(N(C(=O)c2cnccn2)c2ccccc2)s1	0	-2	4	4	-1	9	0	1	5
Cc1ccc(NC(=O)c2ccc(S(=O)(=O)N3CCCC3)cc2)nc1	-3	4	-1	6	-4	18	4	-1	3
COc1ccc(-c2[nH]ncc2CN(C)Cc2c(C)n[nH]c2C)c(OC)c1	4	1	-1	-2	-2	-6	1	-1	0
CCOc1cc(C(C#N)N2CCCCC2)ccc1OC (configuration not stated)	5	-4	4	0	-1	2	14	20	14
Cc1cc(C(F)F)nn1CC(=O)Nc1cc([N+](=O)[O-])ccc1F	1	2	3	3	1	4	0	1	2
COc1cc(OC)cc(C(=O)N2CCN(Cc3ccccc3C(F)(F)F)CC2)c1	-4	-3	3	4	-4	4	3	7	-2
CSc1ccc(S(=O)(=O)NCC(=O)OC(C)C(=O)NCc2ccccc2)cc1[N+](=O)[O-] (configuration not stated)	8	3	-1	2	-4	14	0	1	0
CCC(NC(=S)NCc1ccccc1)C(=O)O (configuration not stated)	3	4	-1	3	-7	-13	-7	-7	2
CCCCn1c(N)c(N(CC(C)C)C(=O)Cn2c(=O)cnc3ccccc32)c(=O)[nH]c1=O	4	0	2	4	-2	8	-7	1	6
COC(=O)C1=C(C)N(c2cc(Cl)cc(Cl)c2)C(=O)C1	0	1	-5	3	-6	-6	-2	-2	7
O=C(NN1CCOCC1)c1ccc(Cl)s1	-2	3	-4	4	-2	9	-2	-6	9
Cc1nc(N2CCN(C(=O)CCC(=O)O)CC2)c2c(C)c(C)sc2n1	2	-3	-5	3	-1	6	0	2	2

3 compounds drawn at random from the list so far, as already listed:
SMILES	pPAFAH FP inh	GSTO1 inh	LYPLA1 inh	PAFAH1B2 FP inh	PAD4 inh	PREPL inhibitor	PME-1 inh	LYPLA2 inh	PAFAH1B3 inh
O=C(Nc1ccc(N2CCCC2)c(Cl)c1)c1ccco1	4	-5	2	-1	-4	22	3	6	-1
O=C(Cc1ccccc1)NCCc1cnc[nH]1	5	-2	0	1	-4	-9	-2	1	-2
COc1cc(OC)cc(C(=O)N2CCN(Cc3ccccc3C(F)(F)F)CC2)c1	-4	-3	3	4	-4	4	3	7	-2

New compounds follow.
SMILES	pPAFAH FP inh	GSTO1 inh	LYPLA1 inh	PAFAH1B2 FP inh	PAD4 inh	PREPL inhibitor	PME-1 inh	LYPLA2 inh	PAFAH1B3 inh
CC(Nc1nc(C(F)(F)F)nc2ccccc12)c1cccs1 (configuration not stated)	28*	-21	-5	3	1	-3	-3	-2	3
O=C(CSc1nc2ccccc2s1)Nc1nccs1	-4	12	-4	5	-7	-5	-10	-5	3
Cc1ccc(O)c(C(=O)c2coc(=N)c(C(=O)NC(C)C)c2)c1	5	-12	0	1	-5	11	1	-7	2
COCCN1CCN(Cc2nc(Cc3ccc(OC)c(OC)c3)no2)CC1	3	-2	0	-2	-2	15	-5	-2	5
O=C(NCc1cccnc1)C(=O)N/N=C/c1ccccc1[N+](=O)[O-]	4	5	-4	6	-2	0	-2	-9	2
CC(NC(=O)C(=O)NCC1CCCO1)c1ccccc1 (configuration not stated)	0	4	-1	9	-3	8	-2	-3	11
O=c1cc(-c2ccccc2)oc2cc(O)c(O)c(O)c12	56*	·	·	3	-8	31	·	·	17
Cc1ccccc1C(=O)NC=C1C(=O)OC(C)(C)OC1=O	0	2	-1	2	3	16	6	10	5
COc1ccccc1N(CC(=O)NC1CCCCC1)C(=O)CNC(=O)c1cccs1	2	-1	-3	1	-3	8	0	1	-3
COC(=O)c1ccccc1NC(=O)Cn1cnc2c(cnn2-c2ccc(C)c(C)c2)c1=O	-1	6	5	·	-7	10	4	5	·
CNC(=O)C(Sc1nc(C)nc2c1oc1ccccc12)C(C)=O (configuration not stated)	8	0	2	0	-1	5	11	1	-1
Cc1ccc(C)c(NC(=S)NCc2ccccc2)c1	2	0	0	7	-1	-11	3	-2	0
COc1cccc(-c2nc(CS(=O)CC(=O)NCc3ccccc3Cl)c(C)o2)c1 (configuration not stated)	0	-1	-2	4	0	1	2	5	7
CCNC(=O)COC(=O)c1cc(C)n(-c2ccccc2)c1C	-3	1	2	9	-6	-7	-3	3	1
Cc1ccc(S(=O)(=O)N2CCOCC2)cc1C(=O)NCc1ccccc1CN1CCCC1	5	·	-5	0	-3	4	-6	3	5
O=[N+]([O-])c1cccc2cn[nH]c12	1	-2	2	4	-8	1	0	5	0
CC[C@]12c3[nH]c4ccc(OC)cc4c3CCN1C(=O)C(CC(=O)NCCN1CCOCC1)C[C@@H]2C(=O)N1CCN(C(=O)c2ccco2)CC1 (some centres not stated)	1	·	·	0	0	·	·	·	5
C/C(=N\NC(=O)c1cccc(F)c1)c1cccc(NC(=O)c2ccc(F)cc2)c1	-5	7	-1	0	7	-3	-1	6	2
COc1cc(-c2cn(S(=O)(=O)c3cccc4nsnc34)nc2N)cc(OC)c1OC	2	4	-1	3	2	11	-4	2	7
N#CC(C(N)=O)=C1CCCCC1	3	13	-2	·	2	0	-4	-2	·
CC(C)Cn1cc(C(=O)NCC2CCCO2)c2c3ccccc3n(C)c2c1=O (configuration not stated)	3	3	0	-1	0	6	1	5	-3
COc1cc(CNn2c(C)n[nH]c2=S)cc(Br)c1OCC(=O)NC(C)(C)C	3	5	-1	5	-2	-1	-2	0	13
O=C(NCc1ccccc1)C(c1ccc(O)cc1)N(C(=O)c1cnccn1)c1ccccc1 (configuration not stated)	1	1	-1	6	-5	-1	-7	-2	-1
COc1ccc(-c2cc(C(F)(F)F)nc(N3CCN(C)CC3)n2)cc1OC	13	-6	1	4	-4	2	0	-3	8
O=c1[nH]c2cnccc2n1-c1ccccc1	0	1	-1	3	2	3	2	-9	7
CNC(=O)c1sccc1SCc1ccc(Cl)cc1Cl	1	2	-1	-2	0	-5	-2	-2	0
CCOC(=O)N1CCN(C(=O)Cn2ncc3ccccc32)CC1	0	-3	7	4	0	4	-1	2	3
COc1ccc(NC(=O)C2CCCN(S(=O)(=O)c3ccc4c(c3)CC(C)N4C(C)=O)C2)cc1 (configuration not stated)	4	-2	4	6	1	5	-3	5	4
CCOC(=O)c1c(NC(=O)C2C3C=CC(C3)C2C(=O)O)sc2c1CCC(CC)C2 (configuration not stated)	6	15	-2	17	-3	-1	-6	4	-2
COc1ccc(-c2c(NC(=O)CC(C)C)n(C)c3ccccc3c2=O)cc1OC	2	-3	-1	3	-1	-5	3	3	11
COc1cc(NS(=O)(=O)c2ccc(N/C=C(\C#N)c3nc4ccccc4o3)cc2)nc(OC)n1	-1	-16	4	3	-2	2	-15	5	-1
COc1ccc(C(=O)CSc2nnc(-c3ccoc3C)n2CC2CCCO2)cc1 (configuration not stated)	-2	0	-4	2	-1	-4	0	-4	-2
NS(=O)(=O)c1ccc(CCNC2CC(=O)N(CCc3ccccc3)C2=O)cc1 (configuration not stated)	0	4	-1	-5	2	-4	-3	-4	3
Cc1ccc(NC(=O)CCC(=O)OCC(=O)c2ccc(Oc3ccc([N+](=O)[O-])cc3)cc2)c(C)c1	0	-2	0	9	2	-2	4	29*	7
Cc1ccc(-c2nc(-c3cccnc3)sc2CC(=O)Nc2ccc3nc(C)sc3c2)cc1	-2	-4	-7	-3	2	1	-3	-17	8
Cn1ncc(Br)c1C(=O)NC1CCCC1	1	4	0	0	3	11	2	0	5
CCc1nnc(NC(=O)C2CCC2)s1	7	2	-3	-3	-4	6	-4	-2	-1
CCCNC(=O)c1ccc(CN2CCOCC2)cc1	-8	4	-1	3	3	-2	1	-4	5
COc1ccc(CCNC(=O)C(=O)NCCC2CCCCN2S(=O)(=O)c2ccccc2)cc1 (configuration not stated)	3	-4	4	18	-1	3	-4	6	15
Cc1nc2ccccc2n1CCOc1ccc([N+](=O)[O-])cc1	30*	1	-2	6	4	-1	-1	-1	8
CCOC(=O)NC1=NCC(C)S1 (configuration not stated)	-3	3	-1	2	4	-7	-1	9	5
CCOC(=O)[C@H]1[C@H]2COc3ccc(Cl)cc3[C@@H]2N2C(=O)c3cc(Cl)ccc3NC(=O)[C@@]12C	-2	-11	-24	-9	-6	-13	-32	-46	5
CCOC(=O)N1CCN(/C=C(\C#N)c2nc3ccccc3s2)CC1	2	-17	-4	-4	-8	7	0	-6	1
CCOc1ccc(CC(=O)NCC(=O)NCc2cc(=O)n(C)c(=O)n2C)cc1	3	3	5	1	-2	6	0	3	-1
O=C(NCCCn1ccnc1)C1CCCN(S(=O)(=O)c2ccc(F)cc2)C1 (configuration not stated)	-7	21	-7	13	1	29	-10	-11	-2
Cc1ccc(S(C)(=O)=NC(=O)c2cc(C)on2)cc1 (configuration not stated)	-1	2	2	3	6	10	0	-2	0
